# Source: PubChem (NCI)
# Growth percent in the NCI-60 one-dose screen (48 h, 10 µM unless noted): 100 = growth as untreated, 0 = no growth, -100 = all killed.
# A498: A498 renal cancer cells; AID 1794774; 76,000 compounds, 5.4% hits
# CAKI-1: CAKI-1 renal cancer | 75,000 compounds, 4.7% hits
# 786-0: 786-0 renal cancer cells. 81,000 compounds, 5.1% hits. AID 1794775
# RXF 393: RXF 393 renal cancer cells; 77,000 compounds, 6.9% hits; AID 1794773
# UO-31: UO-31 renal cancer; 81,000 compounds, 5.2% hits
# U251: U251 CNS tumor cells; 80,000 compounds, 5.4% hits
# TK-10: TK-10 renal cancer cells | 81,000 compounds, 3.9% hits | AID 1794769
# SN12C: SN12C renal cancer cells; AID 1794767; 81,000 compounds, 3.8% hits
# ACHN: ACHN renal cancer; 81,000 compounds, 4.9% hits; AID 1794771
# The depositor's hits bear a star; . = not tested or not shown; & = joins results of further samples. Rule for the calls: active = growth percent below 10; inactive = the rest.
SMILES,A498,CAKI-1,786-0,RXF 393,UO-31,U251,TK-10,SN12C,ACHN
COc1ccc(/C=N/NC(=O)c2ccc(S(C)(=O)=O)cc2)cc1OC,95,89,100,104,91,.,97,98,102
O=C(C[n+]1cccc2c3ccccc3ccc21)c1ccc(Br)cc1,80,80,84,68,59,95,114,85,89
Cc1ccc(Nc2cc(C)nc(N)n2)cc1,106,94,96,109,93,107,105,107,104
COc1ccc(NC(=O)Nc2ccc(OCC(=O)N=Nc3c(O)[nH]c4ccc(Cl)cc34)cc2)cc1,105,96,87,116,93,96,115,94,111
O=C1OCC2=C1C(c1cccc(C(F)(F)F)c1)c1cc3c(cc1N2CCO)CCC3 (stereo not drawn),1.2*,27,17,50,36,12,54,25,23
C=C(C)C(=O)O[C@H]1C[C@@]2(C)OC(=CC2=O)[C@H](C)[C@H](O)[C@H]2OC(=O)C(=C)[C@@H]21,131,.,64,22,54,87,.,74,32
Nc1ccc([N+](=O)[O-])cc1S(=O)(=O)O,114,116,106,113,78,104,109,111,109
CSc1ccc(NC(=O)Nc2ccccc2)cc1,95,109,96,107,88,98,85,104,104
Cc1ccc(-c2nc(N3CCN(CC(=O)Nc4ccc(Cl)cc4)CC3)c3ccccc3n2)cc1,51,85,92,75,64,92,104,90,98
COc1ccc(NC(=O)c2cc(OC)c(OC)c(OC)c2)cc1O,46,47,39,46,67,40,89,43,58
C[C@@H](c1ccccc1)[C@@H](C(=O)O)c1ccccc1,97,99,100,.,91,93,.,98,96
COc1ccc([C@H]2C(=O)N(c3cc(OC)c(OC)c(OC)c3)[C@@H]2c2ccc(OC)c(O)c2)cc1,-30*,25,6.4*,6.7*,27,16,110,30,28
COc1cc(C2OC3=C(CCCC3)C3(C#N)C(=O)NC(=N)C23C#N)ccc1O (stereo not drawn),113,.,101,106,83,107,105,102,.
CC1=NN(c2ccccc2)C(=O)C1C(=O)c1ccccc1 (stereo not drawn),92,96,101,140,91,94,107,108,99
O=C1c2c(sc3c2CCCC3)N2C(=NN3C2=C2CC(c4ccccc4)=NN2C3NCc2ccccc2)N1Cc1ccccc1 (stereo not drawn),102,91,102,71,127,98,129,107,103

# An excerpt of these results, bar-delimited:
Molecule | A498 | CAKI-1 | 786-0 | RXF 393 | UO-31 | U251 | TK-10 | SN12C | ACHN
C[C@@H](c1ccccc1)[C@@H](C(=O)O)c1ccccc1 | 97 | 99 | 100 | . | 91 | 93 | . | 98 | 96
O=C1c2c(sc3c2CCCC3)N2C(=NN3C2=C2CC(c4ccccc4)=NN2C3NCc2ccccc2)N1Cc1ccccc1 (stereo not drawn) | 102 | 91 | 102 | 71 | 127 | 98 | 129 | 107 | 103

# Next part
SMILES,A498,CAKI-1,786-0,RXF 393,UO-31,U251,TK-10,SN12C,ACHN
OC1(Cc2ccc(F)cc2)CCCCCC1,88,99,100,100,91,96,88,101,103
Nc1nc(Nc2cc(Cl)ccc2O)nc(C(Cl)(Cl)Cl)n1,87,87,98,113,88,100,121,96,106
CN(C)c1ccc(C2OC34CCCCC3C(C#N)(C(=N)O4)C2(C#N)C#N)cc1 (stereo not drawn),120,98,104,122,94,97,107,93,95
CSS(=O)(=O)c1ccc(C)cc1,73,105,98,113,95,103,99,110,92
CC1(C)CC(=O)C(c2ccc([N+](=O)[O-])cc2)=C(O)c2ccccc21,104,102,97,104,89,103,97,102,94
N/C(=N\C(N)=N\c1nc2ccccc2s1)c1ncc(Cl)cc1Cl,92,86,107,115,82,119,190,96,90
C=CCN(CC=C)c1ncnc2[nH]ncc12,83,92,99,86,94,95,95,94,82
COc1ccc2c(c1)OC(N)=C(C#N)C2c1ccc(F)c(F)c1 (stereo not drawn),9.9*,.,41,-9.6*,53,31,71,55,.
COc1ccc2c(c1)C(=O)C1(CC2)OC1c1cccnc1 (stereo not drawn),96,98,98,137,95,99,129,106,102
CCOC(=O)C1=C(C(=O)OCC)N(c2ccccc2Br)C(N)=C(C#N)C1c1cc(=O)[nH]c2ccccc12 (stereo not drawn),91,77,106,100,68,101,102,94,95
CCOC(=O)C1=C(C)NC(=O)NC1c1ccc(OCC(=O)O)cc1 (stereo not drawn),.,95,96,109,93,98,87,98,104
COc1ccc(Nc2cnc3cc(NC(=O)NC4CCCCC4)ccc3n2)cc1,101,101,92,94,94,90,115,107,109
CC1(C)NC(=S)NC1=S,104&92,103&99,103&107,120&122,96&108,103&106,106&116,104&92,108&114
O=C(NC(Cc1nnc2n(Cc3ccccc3)c(=O)c3c4c(sc3n12)CCCC4)c1ccc(Cl)cc1)c1ccccc1 (stereo not drawn),84,94,38,34,-5.7*,92,99,92,68
COc1cc(C)c(C2C(C#N)=C(N)Oc3n[nH]c(-c4cccs4)c32)cc1C(C)C (stereo not drawn),93,.,103,99,99,90,98,103,108
O=[N+]([O-])c1ccc2[nH]c(=S)n(/C=C(/c3ccc(Cl)cc3Cl)S(=O)(=O)Cc3ccc(Cl)cc3Cl)c2c1,103,97,95,109,97,98,101,95,98
NC(=O)c1c(NC(=O)COC(=O)c2ccccc2F)sc2c1CCC2,77,95,102,.,93,100,114,96,98
CN1CCN(c2ccc(Nc3nc(NCCNS(=O)(=O)c4ccc(Cl)cc4)c4sccc4n3)cc2)CC1,94,73,76,41,80,60,128,98,98
CC(C)Sc1nc(NN)c(C#N)c(-c2ccccc2)n1,93,94,98,.,76,100,107,99,93
COc1ccc2c(c1)/C(=C/c1cc(-c3ccc(OC)c(OC)c3)n[nH]1)C(=O)N2,66,82,92,89,64,97,51,73,78
Cc1ccccc1Nc1cc(=O)[nH]c(N)n1,.,99,100,114,94,104,109,100,101
O=c1nc2sc3ccc(Br)cc3cc-2s1,.,81,101,95,66,91,111,110,97
CC[N+](CC)(CC(=O)NC)Cc1ccc([N+](=O)[O-])cc1,82,96,94,118,97,97,84,97,102
COc1ccc(CCN2C(=O)/C(=C/c3ccc(C4Oc5ccccc5C5CC(c6ccc(Cl)cc6)=NN54)cc3)SC2=S)cc1 (stereo not drawn),111,87,101,107,68,101,118,94,93
Cc1[nH]nc(-c2ccc(OCc3ccc(Cl)cc3)cc2O)c1Oc1ccccc1,86,96,105,96,82,100,95,84,101
Oc1c(Cl)cc(Cl)cc1-c1ccn[nH]1,92,111,107,106,94,87,103,97,104
CN1C=CC(C(C(N)=O)c2ccccc2)c2ccccc21 (stereo not drawn),90,91,105,101,93,94,104,101,102
CCOC(=O)c1cc2c(n1Cc1cccc(OC)c1)-c1oncc1CC2,11,7.2*,36,11,-0.8*,22,53,37,43
O=C1CC(c2cccc(F)c2)c2c(n[nH]c2-c2ccc(Cl)cc2)N1 (stereo not drawn),.,78,90,.,79,86,94,93,90
Nc1nccc(SCc2ccc(Cl)cc2Cl)n1,86,86,83,92,70,87,86,99,97
CC(=O)NCc1c(C)c(C)c(CNC(C)=O)c(C)c1C,114,104,104,122,81,117,101,83,108
COc1c(Br)cc(C(c2cc(Br)c(OC)c(Br)c2)c2ccccc2C(=O)O)cc1Br,107,92,100,107,69,.,106,96,91
COc1cc(C(=O)NNC(=O)c2ccc(NC(=O)CN=[N+]=[N-])cc2)cc(OC)c1OC,80,.,109,104,78,91,84,106,.
CCOC(=O)c1c(C=O)nc2ccccc2c1/C=C/c1ccccc1,104,95,101,104,83,93,128,99,92
CCc1cccc(CC)c1N1C(=O)C=CC1=O,100,.,83,.,90,100,104,129,102
CC(C)[C@@H]1C=C2CC[C@H]3[C@](C)(CN)CCC[C@]3(C)[C@H]2CC1,67,79,78,88,68,14,91,93,81
CSc1ccc(-c2ccccc(=O)c2O)cc1,36,.,8.4*,39,-18*,9.5*,33,12,6.6*
Clc1ccc(/C=C/c2cc(/C=C/c3ccccc3)c3ccccc3n2)c(Cl)c1,110,95,90,116,97,100,106,104,102
C#CCN(C)CCCOc1ccc(NC(=O)CCCCCCCCC(=O)NO)cc1Cl,81,79,88,37,52,64,63,96,80
O=c1[nH]cc(-c2ccccc2)c(=O)[nH]1,102,94,96,110,149,112,120,103,111
c1cc2c3c(cccc3c1)NN=N2,106,97,116,124,82,109,103,94,109
O=[N+]([O-])c1ccc(N/N=C/CCc2ccccc2)nc1,.,.,114,109,72,91,128,97,100
CC(C)(C)OC(=O)N1Cc2cc3ccccc3nc2C1CO (stereo not drawn),97,53,96,67,87,103,106,99,111
CCC1=Cc2cc(OC)ccc2OC12C=Cc1cc(OC)ccc1O2 (stereo not drawn),3.4*,.,37,.,53,29,100,35,45
Nc1nc(C(=O)N/N=C/c2ccc(O)cc2)nn1-c1ccc(S(N)(=O)=O)cc1,111,96,95,110,88,95,90,99,107
CC1(C)NCCC[C@]2(C)[C@H]3CC=C4[C@@H]5C[C@@](C)(CO)CC[C@]5(C)CC[C@@]4(C)[C@]3(C)CC[C@@H]12,.,77,55,58,69,34,63,62,54
COc1ccc(C(=O)N/N=C/c2ccc(OC)c(Br)c2)cc1,94,91,105,97,110,103,97,101,106
C=CCCCCOc1cccc(/C=C2\N=C3SCCCN3C2=O)c1,83,93,95,114,77,93,99,90,99
Cc1ccc2cccc(OC(=O)c3cccnc3Oc3ccccc3)c2n1,126,95,103,134,64,103,103,92,95
COc1ccc2[nH]c(O)c(N=Nc3nnc4n3N=C(c3ccccc3)CS4)c2c1,78,67,81,56,95,64,72,80,66
Nc1cccc2ccc(O)cc12,102&97,99&96,107&108,110&111,73&63,96&101,111&104,98&96,94&83
CC(C)=CCC[C@](C)(O)[C@H]1CC[C@]2(C)[C@@H]1CC[C@@H]1[C@@]3(C)C/C(=C/c4ccc(C(F)(F)F)cc4)C(=O)C(C)(C)[C@@H]3CC[C@]12C,98,68,109,100,79,90,159,99,99
CCCCCCCCCCCCCCCC(=O)OC(=O)CCCCCCCCCCCCCCC,100,89,111,.,105,.,111,101,98
CC(=O)Nc1cccc(NC(C)=O)c1,110&124,108&101,88&104,118&102,94&85,96&95,113&113,103&107,100&96
CC(C)(C)OC(=O)NS(=O)(=O)N(c1cccc(F)c1)C1CCN(C(=O)OC(C)(C)C)CC1,87,99,90,109,89,105,106,90,98
Cc1ccnc(NC(=O)C(C)c2ccc(Nc3ccnc(C(F)(F)F)c3)cc2)c1 (stereo not drawn),84,76,98,124,82,95,.,99,100

# Structural class: the compounds so far containing a Cl atom.
SMILES,A498,CAKI-1,786-0,RXF 393,UO-31,U251,TK-10,SN12C,ACHN
COc1ccc(NC(=O)Nc2ccc(OCC(=O)N=Nc3c(O)[nH]c4ccc(Cl)cc34)cc2)cc1,105,96,87,116,93,96,115,94,111
Cc1ccc(-c2nc(N3CCN(CC(=O)Nc4ccc(Cl)cc4)CC3)c3ccccc3n2)cc1,51,85,92,75,64,92,104,90,98
Nc1nc(Nc2cc(Cl)ccc2O)nc(C(Cl)(Cl)Cl)n1,87,87,98,113,88,100,121,96,106
N/C(=N\C(N)=N\c1nc2ccccc2s1)c1ncc(Cl)cc1Cl,92,86,107,115,82,119,190,96,90
O=C(NC(Cc1nnc2n(Cc3ccccc3)c(=O)c3c4c(sc3n12)CCCC4)c1ccc(Cl)cc1)c1ccccc1 (stereo not drawn),84,94,38,34,-5.7*,92,99,92,68
O=[N+]([O-])c1ccc2[nH]c(=S)n(/C=C(/c3ccc(Cl)cc3Cl)S(=O)(=O)Cc3ccc(Cl)cc3Cl)c2c1,103,97,95,109,97,98,101,95,98
CN1CCN(c2ccc(Nc3nc(NCCNS(=O)(=O)c4ccc(Cl)cc4)c4sccc4n3)cc2)CC1,94,73,76,41,80,60,128,98,98
COc1ccc(CCN2C(=O)/C(=C/c3ccc(C4Oc5ccccc5C5CC(c6ccc(Cl)cc6)=NN54)cc3)SC2=S)cc1 (stereo not drawn),111,87,101,107,68,101,118,94,93
Cc1[nH]nc(-c2ccc(OCc3ccc(Cl)cc3)cc2O)c1Oc1ccccc1,86,96,105,96,82,100,95,84,101
Oc1c(Cl)cc(Cl)cc1-c1ccn[nH]1,92,111,107,106,94,87,103,97,104
O=C1CC(c2cccc(F)c2)c2c(n[nH]c2-c2ccc(Cl)cc2)N1 (stereo not drawn),.,78,90,.,79,86,94,93,90
Nc1nccc(SCc2ccc(Cl)cc2Cl)n1,86,86,83,92,70,87,86,99,97
Clc1ccc(/C=C/c2cc(/C=C/c3ccccc3)c3ccccc3n2)c(Cl)c1,110,95,90,116,97,100,106,104,102
C#CCN(C)CCCOc1ccc(NC(=O)CCCCCCCCC(=O)NO)cc1Cl,81,79,88,37,52,64,63,96,80
